# HEK293 NFkB inh – inhibitors of the PMA/ionomycin-induced NF-kB reporter in HEK293 cells; hit rate 0.21% among 62,000; inhibition, % at 3 µM; HEK-293 NF-kB luciferase reporter, luminescence;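 active = inhibition above the mean of all tested compounds plus 3 SD, cut at about 40% in these data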;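 also: 0% = stimulated DMSO wells and 100% = 10 µM reference inhibitor 5653914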
#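 System: NF-kB luciferase reporter HEK-293 cells | Replication: Single test | Control set: DMSO vs reference inhibitor | Evaluation: % inhibition | Schedule: 1 h pretreatment, 16 h stimulation, 37 °C | Probe or stimulus: PMA with ionomycin | Compound dosing: One dose, 3 µM | Detection: Luciferase luminescence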
# ROCK2 blocker – inhibitors of human Rho kinase 2 | AID 604 | inhibition, % at 6 µM | O75116 | hit rate 0.35% among 60,000 | purified ROCK2, Kinase-Glo ATP depletion luminescence;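 active = inhibition above the screen-wide mean inhibition plus 3 SD, cut at about 18% in these data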;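 also: plate controls were DMSO wells for no effect and Y-27632 control wells after no-enzyme background subtraction for full effect; many of its hits are not listed in these tables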
# TNAP act mid DEA – activators of human TNAP at intermediate phosphate acceptor | 64,000 tested, under 10 active | AID 813 | purified TNAP, CDP-star luminescence, 100 mM DEA, 30 min; active compounds read high; scale: 0 levamisole-inhibited, 1 vehicle-only enzyme | activation factor at 20 µM | P05186;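 active = activation factor of at least 2 at 20 µM, relative to controls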
# Target sequence (P05186 whole entry, looked up): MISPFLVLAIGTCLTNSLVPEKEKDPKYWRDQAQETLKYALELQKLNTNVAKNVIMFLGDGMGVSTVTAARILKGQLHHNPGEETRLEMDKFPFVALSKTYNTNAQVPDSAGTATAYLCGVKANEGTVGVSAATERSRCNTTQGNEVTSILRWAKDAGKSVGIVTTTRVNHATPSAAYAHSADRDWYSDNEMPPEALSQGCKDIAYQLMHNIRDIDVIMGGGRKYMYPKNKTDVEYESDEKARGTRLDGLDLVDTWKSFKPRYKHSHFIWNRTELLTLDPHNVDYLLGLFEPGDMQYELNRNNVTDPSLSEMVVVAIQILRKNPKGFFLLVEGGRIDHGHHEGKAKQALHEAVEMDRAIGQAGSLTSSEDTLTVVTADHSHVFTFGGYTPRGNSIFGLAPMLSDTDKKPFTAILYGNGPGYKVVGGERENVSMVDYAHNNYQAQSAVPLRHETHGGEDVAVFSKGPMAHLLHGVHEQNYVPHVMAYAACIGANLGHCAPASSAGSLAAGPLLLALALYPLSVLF
# PKA kinase inh – blocks human protein kinase A activity; PKA Kemptide phosphorylation, Kinase-Glo ATP luminescence; hit rate 0.1% among 65,000; P17612; inhibition, % at 6 µM;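 active = inhibition above the screen-wide mean inhibition plus 3 SD, cut at about 21% in these data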; also: many of its hits are not listed in these tables
# MMP13 inh – MMP13 (human) collagenase inhibition; P45452; MMP-13 fTHP FRET cleavage, Mca fluorescence; inhibition, % at 4 µM; hit rate 0.07% among 65,000;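 active = inhibition above the mean of compound-free control plate wells plus 3 SD, cut at about 14% in these data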;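 also: 0% = DMSO wells and 100% = wells with reference MMP-13 inhibitor after basal subtraction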
# JNK3 inh – JNK3 (human) kinase inhibition. inhibition, % at 8 µM. hit rate 0.61% among 60,000. purified JNK3 kinase activity, HTS. P53779. AID 746; in the data active = inhibition above about 17%;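 also: 0% = DMSO and 100% = reference inhibitor; many of its hits are not listed in these tables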
# Cdc25B inh – inhibitors of human Cdc25B phosphatase; P30305; recombinant Cdc25B, OMFP fluorescence Ex485/Em525; inhibition, %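 (compounds tested at 10 µM final in the well)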; hit rate 0.1% among 65,000; AID 368; in the data active = inhibition above about 50%
# MKP-1 inh – inhibitors of human MKP-1 phosphatase. P28562. recombinant MKP-1, OMFP hydrolysis fluorescence. inhibition, %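 (compounds tested at a single concentration somewhere between 10 and 100 µM)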. hit rate 0.15% among 65,000;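 active = inhibition above about 50%, limit read from the data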;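 also: 0% = DMSO max control wells and 100% = wells with enzyme stopped by NaOH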
# Target sequence (P28562 whole entry, looked up): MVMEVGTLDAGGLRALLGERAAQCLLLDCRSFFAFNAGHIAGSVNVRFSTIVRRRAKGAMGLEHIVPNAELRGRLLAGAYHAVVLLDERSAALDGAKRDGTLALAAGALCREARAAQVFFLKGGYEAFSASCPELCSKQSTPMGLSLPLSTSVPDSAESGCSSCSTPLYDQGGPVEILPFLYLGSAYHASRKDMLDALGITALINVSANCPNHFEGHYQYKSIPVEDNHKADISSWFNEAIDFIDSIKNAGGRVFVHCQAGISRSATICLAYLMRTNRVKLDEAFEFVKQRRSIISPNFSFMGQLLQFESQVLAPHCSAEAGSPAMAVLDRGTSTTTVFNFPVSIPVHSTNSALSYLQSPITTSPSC
# Jurkat viability – reduces viability or proliferation of Jurkat cells; Jurkat E6.1 viability, ATP luminescence, 48 h; inhibition, % at 4 µM; hit rate 1.2% among 56,000;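 active = inhibition above the mean inhibition of all tested compounds plus 3 SD, cut at about 28% in these data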
# * = called active by the depositor; i = inactive; . = no result given; [ ] = remark or other dose.
SMILES,HEK293 NFkB inh,ROCK2 blocker,TNAP act mid DEA,PKA kinase inh,MMP13 inh,JNK3 inh,Cdc25B inh,MKP-1 inh,Jurkat viability
CCOC(=O)c1ccc(N2C(=O)c3n[nH]c(C)c3C2c2ccc(OC)cc2OC)cc1 (configuration not stated),21,1,.,6,1,0,2,38,3
CCC(C)Cn1c(S(=O)(=O)O)nc2ccccc21 (configuration not stated),15,-6,1,-2,3,0,1,6,4
CCCCc1nnc(SCCSc2nnc(CCCC)n2N)n1N,7,9,1,8,4,-2,-4,21,2
Cn1c(=O)c2c(nc(NCCNC(=O)c3ccco3)n2Cc2ccc(Cl)cc2Cl)n(C)c1=O,12,4,0.9,0,-1,4,-5,-17,-7
Cc1nc2nc(-c3ccco3)[nH]n2c(=O)c1Cc1ccccc1,1,3,0.9,11,-26,-1,-10,-6,2
O=C(Cn1c(=O)n(Cc2ccco2)c(=O)c2ccccc21)NCC1CCCO1 (configuration not stated),5,5,1,7,-2,4,-4,2,4
O=C1CC(c2cccs2)Cc2nc(NCC3CCCO3)ncc21 (configuration not stated),11,0,0.9,4,5,-5,1,-10,0
O=C(Cn1cccc1)Nc1ccc(OC(F)(F)F)cc1,7,-4,0.9,-6,-3,-5,-3,5,9
Cc1cccc(-n2c(CNC(=O)c3ccccc3)nnc2SCC(=O)Nc2nccs2)c1,26,2,0.9,8,2,5,7,8,-7
CCOC(=O)C1=C(C)N=c2s/c(=C\C(=O)OC)c(=O)n2C1c1ccc(OC)cc1 (configuration not stated),12,4,0.9,4,-3,1,-15,16,6
CCc1cc2c(SCC(=O)O)ncnc2s1,12,-12,1,-9,5,-3,6,8,6
CCOC(=O)C1CCN(C(=O)Cc2c(C(=O)O)n(CC)c3ccccc23)CC1,11,2,1.1,8,-1,6,-9,-7,-6
COc1ccc2[nH]c(=O)c(CN(C(=O)c3cccnc3)c3ccccc3OC)cc2c1,15,-2,0.9,-2,-22,3,8,6,8
CNc1oc(-c2ccccc2)nc1C#N,15,2,0.9,1,-213[fluorescence artefact?],-3,0,9,0
CC(=O)Nc1ccc(S(=O)(=O)N2CCCN(S(=O)(=O)c3ccc(C)cc3)CC2)cc1,20,14,1,4,3,2,-16,31,3
CCc1cc(=O)oc2cc(C)cc(OC(C)C(=O)O)c12 (configuration not stated),7,9,1,11,-170[fluorescence artefact?],4,-8,-24,0
O=C(NCC12CC3CC(C1)CC(CNC(=O)N1CCCC1)(C3)C2)N1CCCC1,22,-6,1,-3,6,2,-4,-2,5
CCN1CCN(C2CCN(C(C)=O)CC2)CC1,11,4,1,6,-3,1,-2,7,-4
CC(=O)NCCc1ccc(S(=O)(=O)NC2OC(=O)c3ccccc32)cc1 (configuration not stated),14,-2,0.9,-4,-2,-3,14,26,11
COC(=O)Cn1c(CN2CCOCC2)nc2c1c(=O)n(C)c(=O)n2C,16,1,0.8,-2,1,1,0,0,2
Cc1c(C#N)c2ccccc2n1CC(=O)NCC1CCCO1 (configuration not stated),16,6,0.9,15,-2,-1,6,3,-4
Cc1ccc2c(c1)N(C(=O)CSc1nncn1C)C(C)(C)c1ssc(=S)c1-2,3,8,0.8,0,7,-1,-1,40,12
O=C1C(=O)N(CCCN2CCOCC2)C(c2cccs2)/C1=C(/O)c1ccc2c(c1)OCO2 (configuration not stated),21,.,0.9,8,7,.,-14,5,.
O=S(=O)(CCSc1nc2ccccc2o1)c1nc2ccccc2s1,20,-7,1,3,4,-5,-12,-8,64*
Cc1ccc(C(=O)O)cc1S(=O)(=O)N1CCC(C(=O)O)CC1,-3,9,0.9,10,5,-6,-6,-4,-5
Cc1ccccc1NCc1ccccc1O,23,2,1,-2,0,-16,-2,0,0
Cc1ccc(/C=N/n2c(C)nnc2C)cc1,12,3,0.9,9,-10,1,-18,-1,-4
CCOC(=O)CC(/C(C)=N\O)c1ccccc1 (configuration not stated),22,-12,1,-14,-2,1,-4,-2,7
O=C(CSc1nnc(-c2cnccn2)n1Cc1ccco1)Nc1ccc(Br)cc1,-5,4,0.9,8,2,-5,-7,14,4
Cc1cccc(N2CCN(C(=O)C3CCN(S(=O)(=O)c4cccc5cccnc45)CC3)CC2C)c1 (configuration not stated),14,4,0.9,6,-4,2,-5,29,6
CCCC(=O)Nc1ccc(-c2nc3cc(C)ccc3o2)cc1,-42,5,1,8,-172[fluorescence artefact?],-3,-14,10,4
O=C(Nc1ccccc1Oc1ccccc1)C1CC1,10,7,1,8,3,-2,-5,4,-3
Cc1nc(CC(=O)Nc2nc(C(C)(C)C)cs2)cs1,-11,0,1,5,-4,5,-14,5,2
Cc1cc(C)nc(-n2nc(C)c(C3(O)C(=O)Nc4ccc(F)cc43)c2N)n1 (configuration not stated),15,4,1,2,-4,6,-4,2,-2
CC(NC(=O)C1CCN(c2nnc(-n3cccc3)s2)CC1)C12CC3CC(CC(C3)C1)C2 (configuration not stated),12,4,1,7,7,0,6,19,0
O=C(Nc1cccc(NC(=O)c2ccc(Br)o2)n1)c1ccc(Br)o1,12,.,0.9,3,4,.,-1,22,.
O=C(Nc1ccc(Oc2ccccc2)cc1)c1ccco1,-23,10,0.9,1,4,3,-11,2,-4
CCC1CCCCN1Cc1nc2c(c(=O)n(C)c(=O)n2C)n1CCC(C)C (configuration not stated),26,0,0.9,-6,4,-6,-8,1,-2
Cc1cc(C(=O)NCCCN2CCCC2=O)no1,10,7,0.9,9,2,4,-14,9,-5
CCCCOC(=O)c1ccc(NC(=O)C2CCCO2)cc1 (configuration not stated),-1,-8,1,-8,-3,-10,2,35,14
O=C1CCC(=O)N1OCCCOc1ccc(Br)cc1Cl,10,-6,0.9,3,1,-2,-9,6,10
CC(=O)C1=C(O)C(=O)N(c2cc(C(C)(C)C)on2)C1c1ccc(Br)cc1 (configuration not stated),16,7,0.9,8,-2,5,4,41,0
CC(=O)Nc1ccc(NC(=O)N2CCCCC2)cc1,16,5,0.9,14,1,-4,-14,-2,-4
O=C1c2oc3ccc(F)cc3c(=O)c2C(c2ccncc2)N1CCN1CCOCC1 (configuration not stated),18,-7,1.1,-14,-2,1,-3,12,9
CCN(CC)CCCN(Cc1cc2cc3c(cc2[nH]c1=O)OCCO3)C(=O)Nc1ccccc1,14,-2,0.9,-1,-30,-2,-8,0,12
Cc1sc2nc(SCC(=O)NCc3ccco3)n(-c3ccccc3)c(=O)c2c1C,-9,5,0.8,5,0,-9,-4,-28,-7
CCc1cc(=O)oc2c(CN3CCCC3)c(O)c(Cl)cc12,.,5,1,4,i[fluorescence artefact?],-3,-9,-20,.
Cc1c(C(=O)NCCCN2CCOCC2)sc2ncnc(N3CCN(c4ccccc4)CC3)c12,25,5,1,10,1,-4,-15,1,0
CC(=O)N1c2ccccc2C(=O)OC1c1cccnc1 (configuration not stated),6,6,0.9,8,-8,4,-15,12,3
CCOC(=O)c1[nH]c(C)c(/C(O)=C2\C(=O)C(=O)N(CCN(C)C)C2c2ccc(C)o2)c1C (configuration not stated),7,6,0.9,5,0,-4,5,-5,28
CC(C)C[C@H](NC(=O)NCc1ccccc1Cl)C(=O)O,-1,1,0.8,-3,8,-8,1,-30,-3
CSCC[C@H](NC(=O)NCc1ccccc1F)C(=O)O,11,1,0.9,-5,1,-4,-1,-4,-6
CC(C)c1cc(NCCCN2CCOCC2)n2c(nc3ccccc32)c1C#N,.,-12,1.2,2,-228[fluorescence artefact?],-1,19,-18,.
CCOc1ccc(CCNC(=O)CN2CCN(Cc3ccccc3C)C2=O)cc1OCC,8,3,0.9,5,5,4,-23,5,11
CCOCCCNC(=O)c1ccccc1SC,13,7,0.9,11,5,0,-8,5,-1
COc1cc(S(=O)(=O)N(Cc2ccc(C)cc2)C2CCCCC2)ccc1-n1cnnn1,29,-3,1,5,5,-1,-26,11,4
CCOC(=O)C1=C(N)Oc2cc(C)oc(=O)c2C1c1cccnc1 (configuration not stated),6,2,0.9,5,3,0,-3,-24,5
COc1ccc(NC(=O)C(CC(C)C)NC(=O)c2ccccc2C)cn1 (configuration not stated),12,4,1,11,0,0,-16,9,2
Cn1c(N2CCC(C(N)=O)CC2)nc2c1c(=O)n(Cc1ccc(Cl)cc1)c(=O)n2C,16,-2,0.8,2,-13,-4,-1,0,3
CCCCC(NC(C)=O)c1nc2ccccc2[nH]1 (configuration not stated),8,4,1,3,-1,-6,0,0,-5

# (cont.)
SMILES,HEK293 NFkB inh,ROCK2 blocker,TNAP act mid DEA,PKA kinase inh,MMP13 inh,JNK3 inh,Cdc25B inh,MKP-1 inh,Jurkat viability
COc1ccc2[nH]c(=O)c(CN(CCO)C(=O)c3ccccc3F)cc2c1,0,3,0.9,1,-36,4,0,1,-6
Cc1ccc(OCCNC(=O)c2ccccc2N)cc1,-6,-3,1,3,-79[fluorescence artefact?],1,0,-7,-2
CCN1CCN(C(c2cccs2)C(C)NC(=O)CC(C)C)CC1 (configuration not stated),-2,7,1,10,3,0,-11,2,-4
O=C(Nc1ccc(F)cc1F)c1cc2n(n1)C(C(F)(F)F)C1CCCCC1N2 (configuration not stated),-13,0,0.9,-7,4,-4,6,3,-7
Cc1sc(C(=O)NCc2cccnc2)c2nc(C)n(CC(=O)NCc3cccnc3)c(=O)c12,6,1,1,5,2,10,-5,19,-5
COc1ccc(-c2cn[nH]c2N)c(OC)c1,14,6,0.9,7,-3,9,-3,-3,-4
COC(=O)CCCCCc1ccc(C(C)=O)s1,2,3,0.9,10,7,9,-6,-1,0
CCCCOc1ccc(CSC(CC(=O)O)C(=O)O)cc1 (configuration not stated),.,0,0.9,2,4,-3,-11,-18,.
COCCN(CCOC)Cc1c(O)ccc2c3c(c(=O)oc12)CCC3,18,0,1,-2,i[fluorescence artefact?],-6,-4,5,8
CCCCOc1ccc(S(=O)(=O)N2CCCCCC2)cc1,4,2,1,6,7,0,-10,8,-1
CCOC(=O)c1[nH]c(C)c(/C(O)=C2\C(=O)C(=O)N(CCCn3ccnc3)C2c2ccncc2)c1C (configuration not stated),21,7,0.9,12,-1,-3,-25,11,7
O=C(O)C1CC(=O)N(c2ccc(OCc3c(F)cccc3Cl)cc2)C1 (configuration not stated),20,-6,0.9,-7,0,-2,-14,12,4
CCOC(=O)c1sc(=S)n(-c2ccccc2OC)c1N,2,2,0.9,4,2,2,-2,-4,-4
Cc1nnc(NC(=O)c2ccccc2Br)s1,7,0,1.2,-4,1,7,-16,4,8
Cc1nc2ccccn2c1/C(O)=C1\C(=O)C(=O)N(CCCn2ccnc2)C1c1ccncc1 (configuration not stated),9,-7,0.9,-13,-1,4,8,-5,2
CC(C)(C)n1nnnc1C(c1cccs1)N1CCCc2ccccc21 (configuration not stated),10,1,0.9,10,2,-2,-12,-9,1
CCOC(=O)c1sc2nc(CC(=O)OC)nc(NCC(=O)OC)c2c1C,19,2,0.9,2,-145[fluorescence artefact?],-1,-6,-12,1

# Compound activity from PubChem BioAssay.
